Screens: PubChem BioAssay, National Center for Advancing Translational Sciences (NCATS)
KDM5B inhibitor = Primary screen for KDM5B Histone Demethylases FDH-coupled qHTS. Lysine-specific demethylase 5B (Homo sapiens), Q9UGL1. KDM5B demethylase, FDH-coupled NADH fluorescence (FDH is formaldehyde dehydrogenase). Potency, µM (titrated, usually from 57.7 µM), inactives show at the highest dose activity change, negative = inhibition, hits mostly inhibitors. 220,000 compounds, 2.6% hits; active = well fitted inhibition curve with a large enough effect; inconclusive = small, poorly fitted or top-dose-only effect; inactive = no such curve, though single readings can be large or run the other way; note: 0% is about no effect; nearly all actives have a fitted effect of over 70% in size
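Measured: NADH fluorescence change, 30 min, RT. System: KDM5BΔAP 200 nM final, H3K4me3 peptide, α-KG, Fe(II), ascorbate, NAD⁺ plus FDH, pH 7.5 HEPES. Compounds: titrated, 10 min pre-incubation with enzyme.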
* = called active by the depositor; i = inactive; u = inconclusive; & = joins results of further samples; [ ] = remark or other dose. Potency is the fitted concentration of half-maximal effect. The list is partial. The share of hits here may be higher or lower than overall.

item	mol	KDM5B inhibitor
1	O=[S+]([O-])(Nc1nncs1)c1ccc2c(c1)OCCN(Cc1ccccc1)C2	12.9%[86.2 µM]
2	CCOC(=O)C1=C(C)N=C2SC=C(CC(=O)NCc3ccco3)N2C1c1cccc(OC)c1OC (stereo not given)	u
3	COC1C(=O)N(c2cccc(F)c2)C12CCN(C(=O)CC1CCN(C(C)=O)CC1)CC2 (stereo not given)	17.1%
4	CCOCCCNC(=O)C1CCN(C(=O)c2cc3sccc3n2C)CC1	-0.1%
5	Nc1nccnc1C(=O)NCCNc1ccc(C(F)(F)F)cn1	-20.7%
6	CCOC(=O)N1CCC(NC(=O)c2ccc3c(c2)N(Cc2ccccc2C)C(=O)c2ccccc2S3=O)CC1 (stereo not given)	-8.1%
7	COc1cccc(-c2nc(-c3c[nH]c(C(=O)N4CCCC4)c3)cs2)c1	u
8	Cc1oc(-c2ccccc2)nc1CC(=O)N1CCC(C(N)=O)CC1	15.4%
9	COc1ccc2[nH]c(C)c(CCNS(=O)(=O)c3cc(F)ccc3OC)c2c1	-4.2%
10	CN1CCN(S(=O)(=O)c2cc3cc(Cl)ccc3oc2=O)CC1	-19.3%
11	Cn1ncc2c(-c3ccc(Cl)cc3Cl)cc(C(=O)N3CCN(c4ncccn4)CC3)nc21	u
12	COc1ccc(CN(C(=O)COC(=O)c2n[nH]c(=O)c3ccccc23)C2CC2)cc1	6.5%

(listing goes on)
item	mol	KDM5B inhibitor
13	COc1ccc(CNC(=O)CN(C(=O)c2csnn2)c2ccc(C(C)=O)cc2)cc1	19.9%
14	COCCn1ccc2c(C3=CCOCC3)nc(-c3cccc(N[S+](C)(=O)[O-])c3)cc21	i
15	N[C@H]1CN(C(=O)c2coc(CN3CCOCC3)c2)C[C@@H]1c1ccccc1	-14.8%
16	O=C(NCc1cccnc1)c1nn(-c2ccccc2F)nc1CO	u
17	CC(=O)c1c(C)n([O-])c2cc(F)c(F)cc2[n+]1=O	15.9%
18	Nc1nccnc1C(=O)NCc1ccnc(-n2cccn2)c1	u
19	CC(C)c1noc(-c2cccn3c(CNC(=O)c4ccccc4F)nnc23)n1	u
20	COc1ccc(C(=O)Nc2ccc(-c3noc([C@@H]4CCCN4CCCc4ccccc4)n3)cn2)cc1	25.1µM*
21	COc1ccc(N2CCN(C(=O)C3CCCN(S(=O)(=O)c4ccc(C)cc4)C3)CC2)cc1 (stereo not given)	5.8%
22	O=C(NC1CCN(c2cc(-c3ccc(F)cc3)[nH]n2)CC1)c1ccc2c(c1)OCO2	-8.2%
23	Cc1ccc2nc(C)c(C(=O)N3CCCc4ccccc43)cc2c1	17.2%
24	CCN(CC)C(=O)C[C@@H]1c2nc(NC(=O)c3ccco3)sc2C[C@@H]2[C@](C)(CO)[C@H](O)CC[C@]21C	-19.1%

The list continues:
item	mol	KDM5B inhibitor
25	O=C(Cc1ccsc1)N1CCCC(Cc2nc(C3CCOCC3)no2)C1 (stereo not given)	u
26	COCCOC1CCOC2(CCN(C(=O)COc3ccc(C)cc3)CC2)C1 (stereo not given)	-19.5%
27	CCOC(=O)c1ccc(NC(=O)c2c(NCc3cccc(OC)c3OC)sc3c2CCC3)cc1	u
28	Cc1cc2oc(=O)cc(CN3CCN(C)CC3)c2cc1Cl	-25.1%
29	COc1ccc(-c2cc(C(=O)NCC(F)(F)F)c3c(C4CCCN4)nn(C)c3n2)cc1 (stereo not given)	u
30	O=C(CN1CC2CC(C1)[C@H]1CCCC(=O)N1C2)NCc1ccc(OC(F)(F)F)cc1 (stereo not given in full)	12.8%
31	COc1ccc(CCC(=O)N2CCCCCC2c2nnc(-c3ccccc3)o2)cc1 (stereo not given)	18.6%
32	O=C(c1ccccn1)N1CCC(Cc2nc(C3CCOCC3)no2)CC1	-0.9%
33	Cc1ccc(NC(=O)CN(C)CC(=O)NC2(C#N)CCCCC2)cc1	18.8%
34	CCC1(O)CCCN(C(=O)c2coc(COc3ccc4ccc(OC)cc4c3)n2)C1 (stereo not given)	3.4%
35	Cc1ccc(C)c(N2CCN(C(=O)CN3C(=O)COc4ccc(S(=O)(=O)N5CCOCC5)cc43)CC2)c1	-27.9%
36	CCN1C(=O)C(CC(=O)NC2CCCCC2)Sc2ncccc21 (stereo not given)	16.8%

Given field by field: part of the list above
4. CCOCCCNC(=O)C1CCN(C(=O)c2cc3sccc3n2C)CC1
  KDM5B inhibitor: -0.1%

5. Nc1nccnc1C(=O)NCCNc1ccc(C(F)(F)F)cn1
  KDM5B inhibitor: -20.7%

6. CCOC(=O)N1CCC(NC(=O)c2ccc3c(c2)N(Cc2ccccc2C)C(=O)c2ccccc2S3=O)CC1 (stereo not given)
  KDM5B inhibitor: -8.1%

7. COc1cccc(-c2nc(-c3c[nH]c(C(=O)N4CCCC4)c3)cs2)c1
  KDM5B inhibitor: u

(listing goes on)
item	mol	KDM5B inhibitor
37	O=C(Nc1ccccc1)c1cnc2n1CCN(Cc1c[nH]c3ccccc13)CC2	-1.3%[86.2 µM]
38	CC1=NS(=O)(=O)N(Cc2ccccc2)C=C1C(=O)OCc1nc(Cc2ccccc2C)no1	-14.0%
39	Cc1noc(-c2cn(C3CCN(C(=O)COc4ccccc4)CC3)nn2)n1	-3.1%
40	CCc1noc(CN(CC)C(=O)c2cc(-c3ccccc3)nn2C)n1	7.3%
41	Cc1cccc(C)c1OCC(=O)NCc1ccc(CS(N)(=O)=O)cc1	7.8%
42	COc1ccc(NC(=O)C2CN(S(=O)(=O)C3CC3)CC23CCCCC3)c(OC)c1 (stereo not given)	1.4%
43	O=C(c1ccncc1)N1CCC(Oc2cccnc2)C1 (stereo not given)	-3.2%
44	Cc1c(C(=O)NCc2ccccc2Cl)sc2nc3n(c(=O)c12)CCCCC3	-28.6%
45	O=C(Nc1cccc(Cl)c1)C(Cc1ccccc1)n1cccc1 (stereo not given)	-28.0%
46	CSc1ccc(C(C)NC(=O)c2ccc(F)cc2F)cc1 (stereo not given)	10.6%
47	COc1ccc(CN2Cc3[nH]cnc3C[C@H]2c2nc(-c3ccncc3)no2)cc1	28.2µM*
48	COc1ccccc1OCCCN1C(=O)C(=O)c2cccc(C)c21	u

Further records:
item	mol	KDM5B inhibitor
49	Cc1ccccc1Nc1nc(NC2CCCCCC2)nc2c1cnn2-c1ccccc1	5.2%
50	N#Cc1ccccc1CN1CCCCC1c1nc(CCOCC2CCCC2)no1 (stereo not given)	-27.0%
51	O=C(CSc1ncnc2nc[nH]c12)Nc1ccc(Br)cc1Cl	3.2%&17.1%
52	CCC(C)NC(=O)c1oc2ccc(S(=O)(=O)N3CCC4(CC3)OCCO4)cc2c1C (stereo not given)	16.0%
53	Cc1scc(C(=O)NCc2ccccn2)c1C	13.1%
54	CN(C)CCNC(=O)c1cnc2c(c1)N(C(=O)Cc1cn(C)c3ccccc13)CCC2	-7.3%[86.2 µM]
55	Cc1ccc(C(=O)N2CCCN(c3nc4ncccc4o3)CC2)cc1	u
56	O=C(CN1CCOCC1)N1CCC(N2C(=O)C3(CCCC3)C2c2ccccc2)CC1 (stereo not given)	-17.7%
57	O=C(CSc1nc2c(c(=O)[nH]1)CN(Cc1ccc3c(c1)OCO3)CC2)Nc1ccc(F)cc1	-22.8%
58	CCC(CC)NC(=O)c1cc2ccccc2cc1OC	u
59	COC(=O)C1CN(CCc2ccccc2)CCS(=O)(=O)N1Cc1ccccc1 (stereo not given)	15.9%
60	CC(=O)Nc1ccccc1C(=O)N1CCN(C)CC1	14.8%

Further compounds:
item	mol	KDM5B inhibitor
61	CC(=O)N1CCN(C(=O)COC(=O)c2oc3ccccc3c2C)CC1	-12.6%
62	N#Cc1c(-n2ncnc2-c2ccccc2C(F)(F)F)sc2c1CCCCC2	-11.5%
63	CCN1C(=O)C(NC(=O)C(=O)NCCc2c[nH]c3ccc(Cl)cc23)c2ccccc21 (stereo not given)	3.9%
64	O=C(O)C(c1c(-c2ccccc2)[nH]c2ccccc12)N1CCN(Cc2cccnc2)CC1 (stereo not given)	u
65	O=C1CCN(Cc2ccncc2)CCCC(CO)CCN1 (stereo not given)	u
66	O=C(CSc1ccc2c(c1)OCCCO2)Nc1ccccc1Oc1ccccc1	6.1%
67	Cc1nnc2n1CCC(N(C)C(=O)CC1=CCCCC1)CC2 (stereo not given)	-23.5%
68	CCOc1ccc(NC(=O)N2CCC(N3CC4CC(C3)[C@H]3CCCC(=O)N3C4)CC2)cc1 (stereo not given in full)	u
69	CN(C(=O)c1cnc2n[nH]c(-c3ccccc3)c2n1)c1ccccc1	-20.8%[86.2 µM]
70	Cc1csc(NC(=O)c2ccc(Oc3ccc(Br)cc3)nc2)n1	-22.0%
71	Cc1cc(C(=O)NCC2(COc3ccc(C(F)(F)F)cn3)C[C@@H](O)[C@@H](O)C2)no1 (stereo not given in full)	-26.9%
72	Cc1ccc(-c2noc(CCCc3nc(-c4cccnc4)no3)n2)nn1	-21.5%

Values by screen from the list.
Nos. 67 to 71 in KDM5B inhibitor, in turn: -23.5%, u, -20.8%[86.2 µM], -22.0%, -26.9%

The listing picks up with the two entries that preceded the break.
item	mol	KDM5B inhibitor
71	Cc1cc(C(=O)NCC2(COc3ccc(C(F)(F)F)cn3)C[C@@H](O)[C@@H](O)C2)no1 (stereo not given in full)	-26.9%
72	Cc1ccc(-c2noc(CCCc3nc(-c4cccnc4)no3)n2)nn1	-21.5%
73	Cc1c(NC(=S)N/N=C/C=C/c2ccccc2)c(=O)n(-c2ccccc2)n1C	5.4%
74	COc1ccc(-n2c(SCC(=O)N3CCCc4ccccc43)nc3c(c2=O)SCC3)cc1	-8.7%
75	Oc1ccccc1CNC1(Cc2cc(-c3ccccc3)on2)COC1	-20.4%[86.2 µM]
76	O=C(c1ccc(F)cc1)N1CCC(OC2CCN(Cc3ccccc3)CC2)CC1	42.7%[activator]
77	CCc1cccc(C)c1NC(=O)c1nn(Cc2ccccc2)c(=O)c2ccccc12	1.3%
78	Cc1noc(C)c1CN1C[C@H]2[C@H](C1)[S+](=O)([O-])C(C)(C)C(=O)N2CCOc1ccccc1	-0.2%
79	Cc1noc(-c2cccc(F)c2)c1C(=O)NCCCc1ccccc1	-47.3%
80	Cc1ccc(S(=O)(=O)N(CC(=O)NCCO)Cc2c(F)cccc2Cl)cc1	5.5%
81	O=C(c1ccc2nc[nH]c2c1)N1CCN(c2cc(-c3cccs3)[nH]n2)CC1	u
82	COc1ccc(-c2ccc3nc(-c4cc(C)ccc4F)oc3c2)c(OC)c1OC	i
83	COc1cccc(CNC(=O)c2cnc(N3CCCC3)nc2C)c1	u
84	N#Cc1nc(-c2ccc([N+](=O)[O-])cc2)oc1NCCN1CCOCC1	18.5%

(listing goes on)
item	mol	KDM5B inhibitor
85	Cc1ccc(S(=O)(=O)N2CCc3c(C(=O)NCc4ccccn4)cccc32)cc1	-16.9%
86	COc1cccc(/C=C/C(=O)NCc2ccccc2)c1	u
87	Cc1ccc2c(c1)c1c(c(=O)n(-c3cccc(Cl)c3)c(=O)n1CC(=O)c1ccc(Cl)cc1)n2C	-13.3%
88	Cc1nc(CCC(=O)N2CCn3nc(C(=O)Nc4ccccc4)cc3C2)n[nH]1	21.0%
89	Cc1sc2c(c1C)c(=O)n(-c1cccc(C(F)(F)F)c1)c(=O)n2Cc1ccccc1C#N	-5.0%
90	CCn1nc(C(=O)Nc2nc3ccccc3n2CC)c2ccccc2c1=O	11.0%
91	CC(C)(C)n1cnc2cc(NCc3cccs3)ccc21	-21.7%
92	Cc1nnc(CN2CCN(C(=O)N3CCCCC3)CC2)o1	-10.2%
93	O=C(NCc1ccccc1)c1ccc2ccccc2n1	-0.4%
94	CC(=O)c1ccc(NC(=O)CCc2ncc(-c3ccc(C)cc3)o2)cc1	-6.6%
95	O=C(O)c1cccc(Nc2ncnc3ccc(Br)cc23)c1	u
96	Cc1cc(C)n(CCC(=O)N2CCCC2c2nc(C3CCOCC3)no2)n1 (stereo not given)	-24.1%

(continued)
item	mol	KDM5B inhibitor
97	COc1ccc(CN2Cc3cc(NC(=O)c4ccc(Cl)cc4)ccc3OC(C)C2=O)c(OC)c1 (stereo not given)	25.1µM*
98	COc1cc2c(cc1OC)C(C[C@H]1CN(S(=O)(=O)c3cccc(C#N)c3)CC[C@H]1CC(=O)O)=NCC2	i
99	CCc1nc(C)sc1C(=O)N[C@@H]1COCC[C@H]1Oc1ccc(C#N)cc1	6.6%
100	CC(C)NC[C@H]1COCc2nc3cc(C(F)(F)F)ccc3n21	-4.9%[86.2 µM]
101	Cc1[nH]n(-c2ccccc2)c(=O)c1/C=C1\C=NN=C1c1ccccc1	-14.4%
102	Cc1ccc(OCCSc2nc3ccccc3n2CC(=O)N2CCCCC2)c(C)c1	u
103	Cc1cccc(Cn2c(NCCN(C)C)nc3c2c(=O)[nH]c(=O)n3C)c1	4.2%
104	Cc1nn2c(c1-c1ccnn1C(C)C)N(Cc1ccc(O)cc1)CCC2	-29.9%[86.2 µM]
105	COc1ccc(OCC(=O)N2CCC(c3nc4ccccc4o3)CC2)cc1	6.3%
106	COc1cc2c(cc1OC)C(CNC(=O)c1ccccc1)N(C(=O)Nc1ccccc1F)CC2 (stereo not given)	3.1%
107	N#Cc1sc(-c2cccc(Cl)c2)cc1N	-29.1%
108	O=C(CSc1nnc(-c2ccncc2)n1-c1ccc(Cl)cc1)Nc1ccc(F)cc1	9.9%
109	O=C(c1ccc2c(Cl)c3c(nc2c1)CCCC3)N1CCN(c2cccc(C(F)(F)F)c2)CC1	-27.0%
